aSyn tox rescue = inhibitors of alpha-synuclein toxicity in yeast. S. cerevisiae alpha-synuclein toxicity rescue, BacTiter-Glo growth, 24 h. Potency, µM (titrated, usually from 46.1 µM), inactives show top-dose growth rescue (activation), hits mostly activators. 94,000 tested, 0.02% active. AID 1347070; active = well fitted activation curve with a large enough effect; note: 0% is about no effect
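Growth restoration measured by BacTiter-Glo luminescence after 24 hr at 30 deg C; alpha-synuclein yeast, raffinose-pregrown to mid-log, were added at OD600=0.02 in galactose medium onto pinned compounds.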
* hit, by the source's call; [ ] = another dose, or the depositor's remark. Potency is the fitted concentration of half-maximal effect.

Compound,aSyn tox rescue
COc1cc(-c2noc(CSc3nc(-c4ccccc4)cc(=O)[nH]3)n2)cc(OC)c1OC,-5.3%
CC(=O)N1CCc2cc(Br)cc(S(=O)(=O)CCC(=O)Nc3ccc(C)cc3Cl)c21,0.5%
Cc1nn(-c2ccc(N3CCOCC3)nn2)c(C)c1CCC(=O)NCc1ccccc1F,6.0%
CCCCn1c(N)c(N(CCOC)C(=O)c2ccc(S(=O)(=O)N3CCC(C)CC3)cc2)c(=O)[nH]c1=O,-1.2%
NC(=O)c1ccccc1NS(=O)(=O)c1ccc(F)cc1,-7.5%
Cc1ccc2c(=O)c(C(=O)c3ccc(F)cc3)cn(CC(=O)NCc3ccccc3)c2n1,-5.1%
O=C1CC(c2ccccc2)Cc2[nH]c(=O)c(-c3nc(-c4ccc(F)cc4)cs3)cc21 (configuration not stated),0.1%
CCCCNS(=O)(=O)c1ccc(N2CCCCS2(=O)=O)cc1,-2.1%
Cc1ccccc1Cn1c2ccccc2c2cnn(CC(=O)NCCc3ccc(Cl)cc3)c(=O)c21,11.4%
CC(NC(=O)COC(=O)C1CCC1)c1ccccc1 (configuration not stated),-2.3%
CCCCN(C(=O)/C=C/c1ccco1)c1c(N)n(CC(C)C)c(=O)[nH]c1=O,-6.6%
COc1ccc(C(=O)N/C(=C\c2ccco2)C(=O)NCCN2CCOCC2)cc1,-3.3%
CC(=O)Nc1ccc(NC(=O)CSc2nnc3ccc(-c4cccnc4)nn23)cc1,-2.2%
CCc1ccccc1N1C(=O)N(CC(=O)c2ccc(Cl)cc2)c2ccccc2S1(=O)=O,3.9%
CCc1ccc(-n2c(SCc3ccccc3Cl)nc3[nH]ncc3c2=O)cc1,1.5%
CC(C)CN(C(=O)CN1CCN(S(=O)(=O)c2ccc3ccccc3c2)CC1)c1c(N)n(CC(C)C)c(=O)[nH]c1=O,12.5%
COc1ccccc1C(=O)OCC(=O)Nc1ccccc1OC(F)F,0.7%
O=C(CC(CC(=O)c1ccccc1)c1ccco1)c1ccccc1,6.5%
O=S1(=O)CCN(C2CC2)CC1,-3.6%
Cc1cc(C)c(NC(=O)C2=COCCO2)c(C)c1,-1.1%
COc1ccccc1CN1COc2ccc3c(oc(=O)c4ccccc43)c2C1,-3.0%
COc1cccc(CNC(=O)c2cc(-c3cccs3)nc3ccccc23)c1,0.3%
Cc1cc(NC(=O)c2ccc3c(c2)OCO3)ccc1NC(=O)c1ccccc1,0.2%
CN(Cc1ccccc1)c1ccc(-c2nc(-c3ccccn3)no2)cc1[N+](=O)[O-],2.0%
Cc1ccc(NC(=O)C(=O)NCc2ccc(Cl)cc2)cc1,-6.1%

Of the compounds above, these contain an aryl thioether with sulfur outside any ring.
Compound,aSyn tox rescue
COc1cc(-c2noc(CSc3nc(-c4ccccc4)cc(=O)[nH]3)n2)cc(OC)c1OC,-5.3%
CC(=O)Nc1ccc(NC(=O)CSc2nnc3ccc(-c4cccnc4)nn23)cc1,-2.2%
CCc1ccc(-n2c(SCc3ccccc3Cl)nc3[nH]ncc3c2=O)cc1,1.5%

Further records
Compound,aSyn tox rescue
Cc1c(-c2ccc(Cl)cc2)c(=O)oc2c(CN3CCN(CCO)CC3)c(O)ccc12,-1.4%
O=C(CSc1nc2ccccc2s1)NNC(=S)Nc1ccc(Cl)cc1,-7.7%
OC1CCC(Nc2ncnc3sccc23)CC1 (configuration not stated),7.1%
O=C(O)CC/C(=N/NC(=O)CNC(=O)c1ccc2c(c1)OCCO2)c1ccccc1,11.1%
Cc1ccc(-n2ncc3c(N4CCN(c5ccc(F)cc5)CC4)ncnc32)cc1,-2.5%
Cc1ccc(C(=O)CSc2nnc(C(C)C)n2C)cc1C,-6.0%
O=C(c1ccccc1)C1C(c2ccccc2)C1[N+](=O)[O-] (configuration not stated),14.2%
O=C(c1cc(-c2cccc(O)c2)on1)N1CCCCC1,-0.4%
CCC(CC)C(=O)NCc1nc2cccnc2n1Cc1ccc(F)cc1,4.5%
O=C(Nc1ccc(Br)cc1)c1cccc(S(=O)(=O)Nc2cnc3ccccc3c2)c1,0.3%
Cc1ccc(S(=O)(=O)c2cn(Cc3ccccc3)c3cc(N4CCCC4)c(F)cc3c2=O)c(C)c1,-2.5%
COc1ccc(OC)c2sc(NC(=O)C3COc4ccccc4O3)nc12 (configuration not stated),-3.3%
O=C(Nc1ccccc1)c1cc2c(-c3ccccc3)nn(-c3ccccc3)c2s1,14.3%
Cc1nc(SCc2cccc(Cl)c2)nc2c1CCCC2,20.2%
CCCC(=O)NC(C)c1nc2ccccc2n1CC (configuration not stated),-1.0%
Cc1ccc([C@@H]2C[C@H]3[C@@H](CN2S(=O)(=O)c2ccc(Cl)cc2)C(=O)C[C@@H](c2ccc(C)cc2)N3S(=O)(=O)c2ccc(Cl)cc2)cc1,2.7%
COc1ccc(C(=O)NCC(c2ccc(N(C)C)cc2)N2CCOCC2)cc1 (configuration not stated),-2.8%
CCOCC(=O)Nc1ccccc1C(=O)O,5.6%
CCN(c1ccccc1)S(=O)(=O)c1ccc2[nH]c(=O)[nH]c2c1,-3.1%
O=C(C1CCCCC1)N1C[C@@H](n2cc(-c3ccc(F)cc3)nn2)[C@H](O)C[C@@H]1c1ccccc1,6.4%
O=C(CN1C(=O)c2cccc([N+](=O)[O-])c2C1=O)N1CCc2ccccc2C1,11.3%
Cc1cc(NC(=O)C(C)SCC(=O)Nc2ccccc2N2CCCCC2)no1 (configuration not stated),-5.1%
CCOc1ccc(C(=O)CCC(=O)NN2CCCCC2)cc1,0.1%
CCOc1ccc(Oc2ccccc2NC(=O)CCc2nc3ccccc3c(=O)[nH]2)cc1,11.8%
Cc1ccsc1C(=O)N/N=C/c1ccc([N+](=O)[O-])cc1,-9.3%

2 records picked at random from the list so far:
Compound,aSyn tox rescue
CCOc1ccc(Oc2ccccc2NC(=O)CCc2nc3ccccc3c(=O)[nH]2)cc1,11.8%
CCC(CC)C(=O)NCc1nc2cccnc2n1Cc1ccc(F)cc1,4.5%

Other entries follow.
Compound,aSyn tox rescue
Cc1ccc(OCC(=O)Nc2nonc2-c2ccc(Br)cc2)cc1,-4.5%
CC1C2CCC(C2)C1OC(=O)c1ccccc1C(=O)O (configuration not stated),-2.3%
CCCS(=O)(=O)c1nc(S(=O)(=O)c2ccc(C)cc2)c(NCC(C)C)s1,-13.5%
CCc1noc(C)c1C(=O)OCC(=O)N(CCOC)c1c(N)n(Cc2ccccc2)c(=O)[nH]c1=O,-6.3%
Cc1c(CNCc2ccc(OC(C)C)cc2)c(C(=O)O)c(C)n1Cc1ccc(Cl)cc1,-11.5%
COc1cc2c(C(=O)N3CCN(c4cccc(C(F)(F)F)c4)CC3)cn(CC(C)C)c(=O)c2cc1OC,-8.6%
CCC1=C(NCc2ccccc2)COC1=O,12.2%
COc1ccc(/C=N/OC(=O)Nc2ccc(Cl)cc2)c(OC)c1,-14.6%
CCCNC(=O)c1ccc(Cn2cc(C(F)(F)F)ccc2=O)cc1,-2.9%
OC(COc1ccc(OCC(O)CN2CCN(Cc3ccccc3)CC2)cc1)CN1CCN(Cc2ccccc2)CC1 (configuration not stated),-0.5%
CC(OC(=O)Cc1n[nH]c(=O)c2ccccc12)C(=O)Nc1ccc(F)cc1 (configuration not stated),3.7%
CN(C)NC(=S)NC1CC2CCC1C2 (configuration not stated),8.6%
C#CCn1cc(Cl)cc(C(=O)Nc2ccccc2)c1=O,-7.3%
CCOC(=O)C1(Cc2cccc(F)c2)CCN(C(=O)COC)CC1,-0.6%
CN(C)C(=S)NC(C)(C)C,-6.9%
COc1cccc2c1cc1c(=O)n(CC(=O)N3CCN(c4ccccc4)CC3)nc(C)n12,-4.5%
Cc1ccc(N(CC(=O)NCc2ccc3c(c2)OCO3)C(=O)CCC(=O)Nc2ccccn2)cc1,-3.3%
Cc1cccc(NS(=O)(=O)c2ccc3[nH]c(=O)ccc3c2)c1C,-11.5%
Cc1ccc(OCCC(=O)OCC(=O)N2CCN(S(=O)(=O)c3ccc(Cl)cc3)CC2)cc1,4.9%
CCOC(=O)Cc1ccc(NC(=O)NCc2c(-n3cccc3)sc3c2CCCC3)cc1,-2.1%
COc1cc(/C=N/Nc2nc(C)cc(C)n2)ccc1O,-6.0%
COc1ccc(CC(=O)O/N=C(\N)c2ccncc2)cc1OC,-1.9%
CCc1ccc(C(=O)Cn2ccsc2=N)cc1,-28.1%
Cc1cc(C)cc(-n2c(C)nc3cc(C(=O)NCc4ccccc4Cl)ccc32)c1,1.0%
N#Cc1ncn(C2OC(CO)C(O)C2O)c1N (configuration not stated),10.5%
O=c1c(S(=O)(=O)c2ccccc2)cn(Cc2ccccc2)c2cc(N3CCOCC3)c(F)cc12,0.6%
COc1ccc(CN(CC(=O)NCc2ccco2)C(=O)CNS(=O)(=O)c2ccc(C)cc2)cc1,0.8%
O=C(CC1C(=O)N(c2ccccc2)C(=O)N1Cc1ccc2c(c1)OCO2)Nc1ccccc1 (configuration not stated),1.4%
COc1ccc(-n2c(-c3cccc(F)c3)nc3c(cnn3-c3ccc(C)cc3)c2=O)cc1,5.1%
COC(=O)Cc1cc(=O)oc2cc(O)ccc12,2.2%
COc1cccc(OCC(=O)NCCS(=O)(=O)N2CCN(c3ccccc3F)CC2)c1,9.6%
O=C(CSc1ncc(S(=O)(=O)c2ccc(Br)cc2)c(=O)[nH]1)Nc1ccc2c(c1)OCCO2,-5.0%
COc1cccc(NC(=O)Nc2nnc(N3C(C)CCCC3C)s2)c1 (configuration not stated),-13.8%
O=C(CNC(=O)c1ccc(F)cc1)OCc1cc(=O)n2nc(C3CC3)sc2n1,-3.4%
Cc1cc(C)cc(-n2c(C)nc3cc(C(=O)NCc4ccc(F)cc4)ccc32)c1,5.5%
CC(=O)c1ccc(N2CCN(c3nc4ccccc4c4nc(-c5cccc(C)c5)nn34)CC2)cc1,-4.5%
CC1(c2ccc(OC(F)F)cc2)NC(=O)N(CC(=O)Nc2ccc(Cl)cc2F)C1=O (configuration not stated),-8.7%
CN(CC(=O)Nc1ccc(F)cc1)C(=O)c1cc2c(s1)CCCCC2,1.7%
Cc1ccc(C(=O)c2cn(Cc3ccccc3)c3cc4c(cc3c2=O)OCCO4)cc1,3.0%
C#CCN(C[C@H]1[C@H](OC(=O)Nc2cccs2)[C@H](OC(=O)Nc2cccs2)C[C@H]2C(=O)N(c3ccccc3)C(=O)[C@@H]12)S(=O)(=O)c1ccc(C)cc1,0.4%
COc1cccc(CNC(=O)CN2C(=O)N(c3cccc(Cl)c3)S(=O)(=O)c3ccccc32)c1OC,-2.7%
CCCCCC(=O)N1C[C@@H](n2cc(COC(=O)c3ccccc3)nn2)[C@H](O)C[C@@H]1c1ccccc1,-2.4%
CCCN1CCN(C(=O)c2cccc3c2C(=O)N(CCOC)C3)CC1,-1.9%
Cc1ccc(C)c(NC(=O)CN(Cc2ccccc2)S(=O)(=O)c2ccc3nc(C)sc3c2)c1,-7.2%
COc1ccc(CNC(=O)N2CCc3ccccc3C2)cc1,14.2%
COc1ccc(-c2noc(CC(=O)Nc3ccc(Br)cc3C)n2)cc1,-13.5%
CCOc1ccc(NC(=O)CSc2ncc(S(=O)(=O)c3ccc(F)c(C)c3)c(=O)[nH]2)cc1,-2.5%
Cc1ccc(C)c(NC(=S)N(CCc2ccncc2)C(C)C)c1,-4.5%
CCC(C)C(=O)Nc1nnc(SCC(=O)NC2CCCC2)s1 (configuration not stated),3.4%
Cc1ccc(-c2ccc(CN3C(CC(C)C)C(=O)N(Cc4cn(Cc5ccco5)nn4)CCS3(=O)=O)cc2)cc1 (configuration not stated),3.7%

Next results
Compound,aSyn tox rescue
COc1ccc(NC(=O)CCc2c(C)nn(-c3ccc(N4CCCC4)nn3)c2C)cc1Cl,-10.2%
Cc1ccc(Nc2c(-c3ccc(Cl)cc3)nc3sccn23)c(C)c1,4.9%
COc1ccc(CC(=O)N(C)Cc2cccc(OC)c2OC)cc1S(=O)(=O)N1CCOCC1,0.1%
COc1ccc(CNC(=O)CN2C(=O)COc3ccc(S(=O)(=O)N4CCCCCC4)cc32)cc1,1.5%
Cc1nc(-c2cccc(NC(=O)Nc3ccccc3C(F)(F)F)c2)no1,-7.1%
COC(=O)CN1C(=O)COc2ccc(Cl)cc21,-4.5%
O=C(CSc1nc(=O)n2ccccc2n1)NCc1ccc2c(c1)OCO2,5.6%
OC(CN1CCN(Cc2ccccc2)CC1)c1ccc(F)cc1 (configuration not stated),-4.8%
Cc1ccc(N2C(=O)N(CC(=O)Nc3cccc([N+](=O)[O-])c3C)C(=O)C2C)cc1 (configuration not stated),-1.5%
Cc1c(Cl)cccc1NC(=O)CCN1C(=O)c2ccccc2Sc2ncccc21,-11.3%
Cc1c(O)ccc(-c2n[nH]c(C(=O)O)c2-c2nc3ccccc3s2)c1O,3.4%
Cc1ccc(C)c(NC(=O)Cn2cc(S(=O)(=O)c3ccc(F)cc3)c(=O)c3cc(F)ccc32)c1,-3.7%
CNc1nc2ccccc2n(C)c1=O,-3.1%
COc1ccc(Nc2c3c(nc4nncn24)CCC3)cc1Cl,2.1%
Cc1cc(C)cc(-n2ccn3cnnc3c2=O)c1,1.1%
Cc1cc2c(c(C#N)c1C)NC=NC2C (configuration not stated),-4.7%
CCOc1cc(CNC(=O)C2CCN(c3nc4ccccc4[nH]3)CC2)cc(OCC)c1OCC,6.0%
Cc1ccc2nc(Cl)c3nnnn3c2c1,-32.3%[inhibitor]
CCNC(=O)C1CCCc2c1[nH]c1ccc(Cl)cc21 (configuration not stated),7.4%
O=c1[nH]c(C2CCCN(S(=O)(=O)c3ccccc3F)C2)nc2c1nnn2Cc1ccccc1Cl (configuration not stated),-3.6%

Screening results from PubChem BioAssay.

These rows are one share of the data. The share of hits here may be higher or lower than overall.
